EBV gp42 block = inhibitors of Epstein-Barr virus glycoprotein 42; Q1HVG2; Fluorescence polarization binding assay, mP read-out; inhibition, % (tested at 21.74 µM); 220,000 compounds, 0.42% hits; in the data active = inhibition above about 50%
Target sequence (Q1HVG2 whole entry, looked up): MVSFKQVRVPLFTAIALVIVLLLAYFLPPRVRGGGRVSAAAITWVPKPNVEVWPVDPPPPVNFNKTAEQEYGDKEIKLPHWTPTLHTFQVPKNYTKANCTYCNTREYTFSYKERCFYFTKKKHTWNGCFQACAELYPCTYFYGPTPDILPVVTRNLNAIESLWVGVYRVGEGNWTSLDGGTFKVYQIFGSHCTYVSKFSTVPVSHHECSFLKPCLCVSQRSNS
TRPML3 ag = human mucolipin-3 channel agonism. HEK293 TRPML3-YFP, Fluo-8 calcium fluorescence; 100% = the carbachol control signal. activation, % at 3 µM. 220,000 compounds, 0.29% hits;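 active = activation above its plate's cutoff, the mean activation of the plate's test wells plus 3 SD, cut at about 12% in these data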;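 also: 0% = DMSO only wells and 100% = carbachol wells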
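Test system: TRPML3-YFP stable HEK293 cells. Doses: single point at 3 µM. Incubation: dye loading 1 h 37 °C then 30 min ambient, 125 s read. Signal: Fluo-8 calcium dye fluorescence, ex 470-495, em 515-575 nm. Measure: percent activation from peak-to-basal fluorescence ratio, scaled between DMSO and carbachol.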
TNF necrop inh = TNF-alpha cell death inhibition in Jurkat FADD-/- cells; 220,000 compounds, 0.068% hits; activation (protection from cell death), % at 10 µM; Jurkat FADD-/- TNF necroptosis rescue, ATP luminescence, 24 h; 0 = TNF only, 100 = no-TNF cells; AID 463075;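 active = activation, meaning protection from cell death, of at least 50% relative to plate controls; inactive = activation below 50%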;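 also: necroptosis triggered by 40 ng/mL TNF-alpha added together with compound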
Runt-SMMHC FRET = inhibitors of human RUNX1 Runt domain binding to CBFb-SMMHC; Q01196+Q13951; Cerulean-Runt/Venus-CBFb-SMMHC FRET ratio 530/480, 1 h; inhibition, % at 20 µM; 220,000 compounds, 0.74% hits;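 active = mean inhibition across duplicate retests at 20 µM reaching about 50%, limit read from the data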;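 also: 0% = DMSO wells and 100% = wells with excess untagged CBFb-SMMHC; inhibitors lower the FRET ratio by blocking Runt binding to CBFb-SMMHC; some results filed as inactive read as strong as hits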
CHOP inh = blocks CHOP induction under ER stress; CHO-K1 CHOP-promoter luciferase, tunicamycin-induced, 15-18 h; inhibition, % at 10 µM; 220,000 compounds, 3.8% hits;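 active = compounds that reduced the stress-induced luciferase reporter signal by more than about 70% of percent inhibition, limit read from the data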;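 also: 0% = tunicamycin plus vehicle and 100% = wells without tunicamycin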
zfTRPN1 agonist = agonists of zebrafish TRPN1 channel. HEK293 zebrafish TRPN1-YFP, Fluo-8 calcium fluorescence; 100% = response to 87 µM carbachol. activation, % at 3 µM. 220,000 compounds, 0.18% hits. AID 1424;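 active = activation above its plate's cutoff, the mean activation of test wells on that plate plus 3 SD, cut at about 19% in these data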;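 also: 0% = DMSO alone and 100% = 87 µM carbachol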
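Material – zebrafish TRPN1-YFP in HEK293 cells · Doses – 3 µM single point · Schedule – dye 1 h 37 °C plus 30 min RT · Signal – Fluo-8 calcium fluorescence, excitation 470-495 nm, emission 515-575 nm · Read-out – % activation versus carbachol response · Control set – carbachol high, DMSO low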
NCF1 inh = p47phox (human) inhibition. P14598. 220,000 compounds, 0.53% hits. inhibition, % at 24.7 µM. AID 1274. p47phox/p22phox peptide binding, fluorescence polarization, 2 h;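 active = inhibition above about 30%, limit read from the data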;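 also: 0% = p47phox with labelled peptide and 100% = labelled peptide alone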
Target sequence (P14598 whole entry, looked up): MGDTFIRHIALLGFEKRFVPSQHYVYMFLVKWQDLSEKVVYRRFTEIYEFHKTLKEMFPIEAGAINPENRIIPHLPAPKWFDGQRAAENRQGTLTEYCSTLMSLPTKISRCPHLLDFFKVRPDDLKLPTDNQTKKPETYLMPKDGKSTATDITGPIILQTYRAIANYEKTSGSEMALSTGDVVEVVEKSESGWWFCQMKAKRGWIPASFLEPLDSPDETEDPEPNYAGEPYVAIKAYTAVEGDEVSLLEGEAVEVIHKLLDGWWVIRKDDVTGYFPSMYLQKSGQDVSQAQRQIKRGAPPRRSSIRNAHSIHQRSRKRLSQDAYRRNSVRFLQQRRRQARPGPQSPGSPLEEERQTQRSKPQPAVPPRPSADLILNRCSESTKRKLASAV
MDM2 E3 inh = Mdm2 E3 ligase (human) inhibition; cell-based MDM2 ubiquitination luciferase reporter, 2 h; 0 = plate control, 100 = twice control, blank-subtracted; AID 1230; 210,000 compounds, 0.11% hits; signal enhancement, % at 5 µM;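 active = signal enhancement of 30% or more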;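 also: luminescence tracks abundance of the self-degrading MDM2-luciferase fusion protein; higher signal means inhibition of MDM2 E3 ligase activity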
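Test system: stable mammalian line carrying autodegrading MDM2–luciferase fusion reporter; quantity: 2000 cells in each well; times: 4 h cell settling then 2 h compound exposure, 37 °C; detection: luminescence with SteadyLite reagent, 15 min at room temperature; evaluation: percent signal gain over controls, blank-subtracted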
PPC-1+TRAIL kill = kills PPC-1 cancer cells in the presence of TRAIL; PPC-1 cells + TRAIL, ATPLite viability luminescence; 220,000 compounds, 0.41% hits; cell killing (% activity), % at 4 µM;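 active = cell killing above 50% in the first pass at 4 µM, then a duplicate retest at 5 µM averaging 50% or more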;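 also: plate controls were cells with TRAIL plus DMSO for no effect and medium-only wells lacking cells for full effect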
* hit, by the source's call; · = not tested or not shown; + = active, no number.

SMILES	EBV gp42 block	TRPML3 ag	TNF necrop inh	Runt-SMMHC FRET	CHOP inh	zfTRPN1 agonist	NCF1 inh	MDM2 E3 inh	PPC-1+TRAIL kill
Cc1ccsc1C(=O)OCC(=O)NCCCc1ccccc1	-32	-0.6	0.1	2	7	-1.6	-1	-34	-15
Cc1ccc(Cn2cccc(-c3nc4ccccc4s3)c2=O)cc1	-34	1.1	-0.7	134*	-19	2.6	-7	-16	-14
CCCc1nnc(SCCSc2nnc(CCC)n2N)n1N	-22	1.1	-1.4	-1	-17	1.9	-13	-7	14
CCOc1ccccc1CN1CCN(Cc2nc3c(s2)CCCC3)CC1CCO (configuration not stated)	7	-0.1	2.7	·	30	-1.0	3	9	·
Cc1c(N/N=C(\C#N)C(=O)c2ccc(Cl)cc2)c(=O)n(-c2ccccc2)n1C	-2	2.8	-13	-18	60	4.1	9	11	1
O=C(COC(=O)C1CC2C=CC1C2)Nc1ccccc1 (configuration not stated)	-31	0.9	2.8	0	-5	0.2	-8	·	-1
Cc1nnc2sc(SCC(=O)Nc3ccc(Cl)cc3)nn2c1=O	-2	-0.2	3.5	3	-2	-1.0	12	-4	7
O=C(/C=C/c1cccc([N+](=O)[O-])c1)N1CCN(Cc2ccc3c(c2)OCO3)CC1	5	0.0	0.9	5	31	0.1	-10	-5	2
COc1ccc(OCC(=O)N/N=C2\CCc3ccccc32)cc1	-5	-0.1	-1.5	-3	36	0.9	-6	-9	6
CC(Sc1nnc(C(F)(F)F)n1C)C(=O)Nc1ccc(S(N)(=O)=O)cc1 (configuration not stated)	-6	0.9	1.9	-2	-10	1.8	-12	-7	11
CCOc1ccc(C(=O)Nc2cccc3nsnc23)cc1[N+](=O)[O-]	-2	-0.1	0.4	0	-12	-1.3	-20	-2	-10
CC(OC(=O)CCc1nc2ccccc2[nH]c1=O)c1ccccc1 (configuration not stated)	-14	-0.8	-0.7	-4	33	-0.1	-9	0	12
Cc1ccc(N2CCCCn3c2nc2c3c(=O)n(CC(=O)O)c(=O)n2C)cc1	-6	0.6	-4.2	1	-13	-0.1	-12	-7	20
CC1Cc2ccccc2N1C(=O)CSc1nnc(CNc2ccccc2)o1 (configuration not stated)	-5	-0.5	-0.7	-2	29	0.0	-12	9	-4
Cc1cc(C)cc(N=Cc2ccc([N+](=O)[O-])s2)c1	-15	0.7	-8.0	0	-72	1.8	-4	-4	20
COC(=O)c1c(NC(=O)CN2C(=O)c3ccccc3C2=O)sc(Cc2ccc3c(c2)OCO3)c1C	-19	0.1	2.2	-5	18	-0.1	-41	·	0
Cc1cccc(C(=O)NC2C(=O)NNC2c2ccc(Cl)cc2)c1 (configuration not stated)	-28	0.8	0.4	0	11	0.3	-8	-6	0
CCCCC1C2=C(CCCC2=O)OC2=C1C(=O)CCC2	-2	1.6	-2.5	6	34	-0.4	-3	-7	10
CCC(=O)NC(=S)Nc1ccc(NC(=O)c2cccc([N+](=O)[O-])c2C)cc1	9	1.3	0.2	3	18	5.2	-5	-8	3
CCCCNC(=O)Nc1ccccc1C(=O)Nc1ccc(OC)cc1	-14	-0.3	0.5	1	5	-0.2	-8	-26	-3

Profiles from above.
Listed for CCC(=O)NC(=S)Nc1ccc(NC(=O)c2cccc([N+](=O)[O-])c2C)cc1 : EBV gp42 block: 9; TRPML3 ag: 1.3; TNF necrop inh: 0.2; Runt-SMMHC FRET: 3; CHOP inh: 18; zfTRPN1 agonist: 5.2; NCF1 inh: -5; MDM2 E3 inh: -8; PPC-1+TRAIL kill: 3
Listed for CCOc1ccc(C(=O)Nc2cccc3nsnc23)cc1[N+](=O)[O-] : EBV gp42 block: -2; TRPML3 ag: -0.1; TNF necrop inh: 0.4; Runt-SMMHC FRET: 0; CHOP inh: -12; zfTRPN1 agonist: -1.3; NCF1 inh: -20; MDM2 E3 inh: -2; PPC-1+TRAIL kill: -10
Listed for Cc1cc(C)cc(N=Cc2ccc([N+](=O)[O-])s2)c1 : EBV gp42 block: -15; TRPML3 ag: 0.7; TNF necrop inh: -8.0; Runt-SMMHC FRET: 0; CHOP inh: -72; zfTRPN1 agonist: 1.8; NCF1 inh: -4; MDM2 E3 inh: -4; PPC-1+TRAIL kill: 20

The list goes on:
SMILES	EBV gp42 block	TRPML3 ag	TNF necrop inh	Runt-SMMHC FRET	CHOP inh	zfTRPN1 agonist	NCF1 inh	MDM2 E3 inh	PPC-1+TRAIL kill
O=C(/C=C/c1c(Cl)cccc1Cl)NCc1ccco1	-15	-0.3	0.4	0	22	-1.2	-5	4	-1
COc1ccc(OC)c(S(=O)(=O)Nc2ccccc2C)c1	-12	-0.1	-1.3	3	8	-0.8	-8	3	18
Cc1oc(-c2ccc(Cl)cc2)nc1CN1CCC(C(=O)NCc2ccco2)CC1	-5	0.3	-6.4	-2	-10	-0.6	-8	-5	14
CCCn1c(C)cc(C(=O)COC(=O)c2nccnc2N)c1C	-15	0.4	-0.9	7	31	0.5	-12	-55	13
CCC(=O)Nc1ccc(Cl)c(NC(=S)NC(=O)c2cc3ccccc3o2)c1	-19	1.4	2.8	-8	23	1.7	-16	·	23
CCOCCN1CCN(c2c(CC)c(C)nc3cc(-c4cc(OC)cc(OC)c4)nn23)CC1	-17	-0.8	-5.8	2	29	-1.9	-20	-11	12
COc1ccc(NC(=O)c2ccc3c(c2)OCO3)cc1[N+](=O)[O-]	-22	-0.1	0.4	-2	0	-0.8	-7	-6	20
Cc1cc(N2CCN(Cc3nc(-c4ccc(Cl)cc4)oc3C)CC2)cc(C)n1	-14	0.1	-13	1	21	-0.8	17	-8	26
O=C(OCN1C(=O)c2ccccc2C1=O)c1ccccc1	-6	1.1	-1.6	11	45	-0.3	-6	-17	5
CN(C(=O)CSc1nnc2ccccn12)c1c(N)n(Cc2ccccc2)c(=O)[nH]c1=O	-15	0.9	1.6	5	7	-0.3	-17	-14	13

Sorted by the number under MDM2 E3 inh (largest number first): three from the list above
SMILES	MDM2 E3 inh
CCOc1ccccc1CN1CCN(Cc2nc3c(s2)CCCC3)CC1CCO (configuration not stated)	9
Cc1ccc(N2CCCCn3c2nc2c3c(=O)n(CC(=O)O)c(=O)n2C)cc1	-7
O=C(OCN1C(=O)c2ccccc2C1=O)c1ccccc1	-17

Next entries:
SMILES	EBV gp42 block	TRPML3 ag	TNF necrop inh	Runt-SMMHC FRET	CHOP inh	zfTRPN1 agonist	NCF1 inh	MDM2 E3 inh	PPC-1+TRAIL kill
CC1CCOC2(O1)C(=O)N(CN1CCN(c3ccccc3F)CC1)c1ccccc12 (configuration not stated)	-19	0.4	-4.2	6	-4	1.6	-6	-2	12
COc1cccc2c1C(=O)c1c(O)c3c(c(O)c1C2=O)C[C@@](O)(C(=O)CO)C[C@@H]3O[C@H]1C[C@H](N)[C@H](O)[C@H](C)O1	+	11	-25	-100	·	27*	-253	·	54*
C=CCSC1=N/C(=C\c2ccsc2)C(=O)S1	-17	-0.1	-2.4	-2	36	-0.2	1	-12	10
O=C(CCc1nc(-c2ccccc2)no1)NC1CCCCC1	-6	0.4	1.3	-2	33	-0.8	-3	-10	-10
CCCCn1cnc2c(c1=O)c1nc3ccccc3nc1n2Cc1ccc2c(c1)OCO2	-20	1.4	-5.2	2	-17	1.1	-13	6	1
COc1ccc2nc3ccccc3nc2c1NC(=O)c1ccccc1Cl	-11	0.6	1.5	-15	6	-1.3	·	-7	3
O=C(O)c1cc(NN=Nc2cccc([N+](=O)[O-])c2)cc([N+](=O)[O-])c1	-12	0.7	2.5	0	2	0.5	-8	-14	10
CCn1ccnc1CN(C)Cc1cn(-c2ccc(C)cc2)nc1-c1cccc(C)c1	4	0.1	2.2	6	83*	0.0	-7	2	3
O=C(NCc1ccco1)c1cc2ccccc2o1	-6	0.1	-0.9	2	-6	0.0	-1	-12	4
COc1cc(/C=C2/C(=O)N=C(N)N2C)cc(OC)c1OC	-13	0.5	-0.5	-2	4	0.3	-4	-49	15
CCn1c(Cn2nnc(-c3ccccc3)n2)nnc1SCc1ccc(Cl)c(Cl)c1	-8	-0.3	0.2	3	81*	1.3	-5	1	11
COc1ccccc1N(CC(O)COc1ccccc1C)S(=O)(=O)c1ccccc1 (configuration not stated)	-5	0.0	2.2	1	25	-0.9	-8	1	20
CCOC(=O)C1(Nc2nccs2)Sc2ccccc2NC1=O (configuration not stated)	7	0.4	-8.4	-5	·	1.2	-3	-19	17
CCOC(=O)c1sc(NC(=O)CSc2ncn[nH]2)c(C#N)c1C	-20	0.4	-0.3	-4	19	1.1	-10	-2	14
Cc1[nH]c(=O)[nH]c(=O)c1/C=N/NC(=O)[C@H](CC(C)C)NC(=O)OC(C)(C)C	-8	0.7	-2.2	2	19	1.8	-4	-9	-1
CCN(CC)c1ccc(NC(=S)NC(=O)c2ccco2)cc1	2	1.0	-0.8	·	40	0.6	-3	2	·
CCc1ccc(-n2c(C)nc3cc(C(=O)NCc4cccnc4)ccc32)cc1	-2	-0.1	-1.1	2	19	0.5	-68	3	1
Cc1nnc(SC(C(=O)Nc2ccc(Cl)c([N+](=O)[O-])c2)c2ccccc2)[nH]c1=O (configuration not stated)	-10	-0.1	2.3	0	-4	-2.0	-13	-5	-1
N#C/C(=C(/O)c1ccccc1F)c1nc2cc(C(F)(F)F)ccc2s1	-17	1.5	-0.2	0	26	0.1	-3	-3	8
CN(C)S(=O)(=O)N1CCN(S(=O)(=O)c2ccccc2)CC1	-6	-0.1	0.8	2	17	-1.4	3	-12	15
CC(C)N1CCC(N2CCN(Cc3ccc(C#CC(C)(C)O)s3)CC2CCO)CC1 (configuration not stated)	3	0.7	0.9	-1	4	1.0	-1	-6	-5
CCC(C)Nc1nc(C)nc2c1oc1ccccc12 (configuration not stated)	13	0.6	3.5	-3	44	3.4	-9	-8	-18
CCOC(=O)c1cccnc1NC(=O)c1ccccc1	-11	0.9	0.9	-3	16	1.0	0	15	6
COc1ccc(C(=O)COC(=O)c2ccco2)cc1	-12	-0.2	-0.1	1	-10	0.8	-8	-12	24
O=C1CC(c2ccccc2)=Nc2ccccc2N1	-3	0.7	-1.0	-5	7	-1.1	-7	4	9
COc1ccc(OC)c(C(=O)NC(CC(N)=O)c2ccc(N3CCC(N4CCCC4)CC3)c([N+](=O)[O-])c2)c1 (configuration not stated)	-12	·	1.7	1	5	·	-11	-3	3
CCN(Cc1ccccc1)c1ccc(/C=N/N=C(N)N)cc1	-6	0.2	-11	6	77*	-0.3	47*	-2	9

Source: PubChem (several laboratories)
